Screening results as filed in PubChem.
L929 necroptosis: L929 zVAD cell death inhibition | L929 zVAD necroptosis rescue, ATP luminescence, 24 h; with zVAD 60 µM | AID 1377 | viability rescue, % at 10 µM | hit rate 0.38% among 220,000;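 active means activation, scaled between plate controls, above about 75%, limit read from the data; inactive means activation under that limit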;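 further: 0% = zVAD with DMSO and 100% = DMSO alone without zVAD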
KCC2 mod: modulators of human KCC2 chloride dependent transport; B-score of Tl+ flux slope (higher = more flux/activation; lower = inhibition) at 10 µM; KCC2 cells, thallium flux FluoZin-2 fluorescence; Q9H2X9; hit rate 2.2% among 190,000; AID 1456;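 active means thallium flux slope and its plate-corrected score both differing from the plate sample mean at a set confidence after two filtering rounds, in either direction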;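 further: slope of fluorescence scaled to starting intensity during 10 to 20 s after thallium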
Target sequence (Q9H2X9 whole entry, looked up): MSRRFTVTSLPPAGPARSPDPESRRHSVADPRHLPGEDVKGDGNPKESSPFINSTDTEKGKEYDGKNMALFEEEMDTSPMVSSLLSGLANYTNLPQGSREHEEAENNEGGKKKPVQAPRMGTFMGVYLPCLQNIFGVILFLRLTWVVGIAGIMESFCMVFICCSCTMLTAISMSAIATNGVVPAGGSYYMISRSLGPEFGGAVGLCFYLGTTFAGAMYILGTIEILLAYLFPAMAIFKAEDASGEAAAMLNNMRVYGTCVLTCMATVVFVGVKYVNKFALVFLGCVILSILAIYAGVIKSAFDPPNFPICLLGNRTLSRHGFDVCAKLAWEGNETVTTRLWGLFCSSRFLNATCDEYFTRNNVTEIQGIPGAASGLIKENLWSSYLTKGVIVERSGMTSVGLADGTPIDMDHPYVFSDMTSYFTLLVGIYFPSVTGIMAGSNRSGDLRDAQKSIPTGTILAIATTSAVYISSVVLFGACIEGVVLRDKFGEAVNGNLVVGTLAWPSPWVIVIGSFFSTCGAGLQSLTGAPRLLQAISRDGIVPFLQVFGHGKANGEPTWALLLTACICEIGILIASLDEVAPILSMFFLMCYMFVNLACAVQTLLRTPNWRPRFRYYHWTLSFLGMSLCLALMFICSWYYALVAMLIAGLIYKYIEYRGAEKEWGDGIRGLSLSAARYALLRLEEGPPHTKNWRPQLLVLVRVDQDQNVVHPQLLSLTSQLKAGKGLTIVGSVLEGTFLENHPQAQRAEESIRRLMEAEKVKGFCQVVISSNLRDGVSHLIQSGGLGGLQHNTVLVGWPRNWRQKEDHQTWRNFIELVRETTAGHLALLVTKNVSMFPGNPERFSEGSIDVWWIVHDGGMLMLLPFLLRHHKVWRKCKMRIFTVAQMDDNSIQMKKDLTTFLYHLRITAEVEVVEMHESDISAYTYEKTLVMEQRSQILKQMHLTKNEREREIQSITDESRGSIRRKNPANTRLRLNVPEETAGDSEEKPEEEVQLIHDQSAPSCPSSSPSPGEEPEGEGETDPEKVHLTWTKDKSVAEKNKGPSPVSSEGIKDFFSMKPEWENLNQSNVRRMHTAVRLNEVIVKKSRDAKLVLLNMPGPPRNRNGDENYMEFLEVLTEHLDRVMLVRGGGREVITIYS
Mdm2 ligase inh: blocks human Mdm2 ubiquitin ligase activity | signal enhancement, % at 5 µM | Q00987 | cell-based MDM2 ubiquitination luciferase reporter, 2 h; 0 = plate control, 100 = twice control, blank-subtracted | hit rate 0.11% among 210,000;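 active means signal enhancement of 30% or more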;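 further: luminescence tracks abundance of the self-degrading MDM2-luciferase fusion protein; higher signal means inhibition of MDM2 E3 ligase activity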
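System: stable MDM2–luciferase fusion reporter cells / Input: 2000 cells seeded into each well / Schedule: 4 h settle plus 2 h compound, 37 °C / Compound: single-point 5 µM / Buffer or medium: cells held in DMEM / Benchmarks: control and blank well means / Evaluation: percent signal gain over controls, blank-subtracted / Measured by: luciferase luminescence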
m-calpain inh: blocks pig calpain II enzyme activity; purified calpain II, fluorogenic peptide substrate, 30 min; inhibition, % at 16 µM; hit rate 0.37% among 220,000; AID 1236;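 active means inhibition above about 50%, limit read from the data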
TNF necrop inh: TNF-alpha cell death inhibition in Jurkat FADD-/- cells; Jurkat FADD-/- TNF necroptosis rescue, ATP luminescence, 24 h; 0 = TNF only, 100 = no-TNF cells; activation (protection from cell death), % at 10 µM; hit rate 0.068% among 220,000; AID 463075;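 active means activation, meaning protection from cell death, of at least 50% relative to plate controls; inactive means activation below 50%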;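 further: necroptosis triggered by 40 ng/mL TNF-alpha added together with compound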
EBV gp42 inh: EBV gp42 inhibition; Q1HVG2; Fluorescence polarization binding assay, mP read-out; hit rate 0.42% among 220,000; inhibition, % (tested at 21.74 µM); in the data active means inhibition above about 50%
eIF4E-4G inh: eIF4E/eIF4G interaction inhibition in translation initiation; P63073+Q04637; TR-FRET eIF4E-eIF4GI(517-606) binding, 2 h; inhibition, % at 21.7 µM; hit rate 0.37% among 220,000; AID 782;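 active means inhibition above about 30%, limit read from the data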;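 further: 0% = full FRET control wells and 100% = background wells lacking eIF4GI fragment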
Rad51 HR inh: Rad51 (human) homologous recombination inhibition; hRad51 DNA strand exchange, fluorescence dequenching; inhibition, % at 10 µM; hit rate 0.085% among 200,000; AID 1385;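 active means inhibition above 40% at the single screening dose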;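 further: 0% = DMSO control wells and 100% = blanks with heterologous ssDNA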
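Test system: preformed human Rad51 ssDNA filaments; also added: Donor/quencher-labelled 47-bp dsDNA substrate; doses: 10 µM final, single point; times: 37 °C 15-min filament assembly, 30-min compound preincubation, 15-min exchange; detection: FRET fluorescence dequenching, excitation 485 nm, emission 520 nm; read-out basis: Fluorescence-based percent inhibition, control- and blank-normalised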
PERK inhibitor: inhibitors of human PERK kinase. Q9NZJ5. CHO PERK-DD fusion, SEAP luminescence translation reporter. inhibition, % at 5.6 µM. hit rate 0.17% among 220,000. AID 1416;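 active means inhibition above the mean inhibition of all tested compounds plus 3 SD, set separately per screening campaign, cut at about 2.9% in these data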;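 further: PERK kinase domain activated by AP20187 dimerizer at 100 nM; 0% = DMSO with dimerizer and 100% = rapamycin at 8.4 µM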
The depositor's hits bear a star; . = not tested or not shown; [ ] = dose if it differs, or a comment.

SMILES | L929 necroptosis | KCC2 mod | Mdm2 ligase inh | m-calpain inh | TNF necrop inh | EBV gp42 inh | eIF4E-4G inh | Rad51 HR inh | PERK inhibitor
Cc1ccc(C(=O)NCCSc2c(C)[nH]c3ccccc23)cc1[N+](=O)[O-] | . | -2.3 | . | 34 | -5.7 | -3 | -4 | 5 | -0.2
CCNc1nc(SCCOc2ccc(C)cc2)nc(N(C)C)n1 | 2.0 | 0.046 | -8 | 25 | -1.3 | -8 | -2 | -7 | 0.8
CCc1nnc(NC(=O)[C@@H](NC(=O)c2cccc(C)c2)C(C)C)s1 | 2.2 | 0.61 | -3 | -13 | 0.7 | -3 | 7 | -18 | 0.3
CN(C)c1ccc(/C=N/NC(=O)c2ccc(CN3CCOCC3)cc2)cc1Br | 3.5 | -1 | 7 | -27 | -1.4 | 1 | 1 | -3 | 0.4
O=C1CCN(Cc2ccccc2)C(=O)N1c1ccccc1 | 1.1 | 0.17 | -6 | 14 | 4.5 | -7 | 3 | 22 | 1.8
O=C(N/N=C/c1ccc(Cl)cc1Cl)c1n[nH]c2c1CCCC2 | 0.5 | 0.0035 | -14 | 22 | -4.6 | -2 | 3 | -6 | -1.3
O=C(O)CNS(=O)(=O)c1cccc2nsnc12 | 1.1 | . | 3 | -30 | 0.2 | -13 | -1 | 1 | 0.1
CCCCCCNC(=O)N[C@H](C(=O)NCCC[C@H]1CN2C(=NC[C@H]2C)N1CCC(c1ccccc1)c1ccccc1)C(C)O (some centres not stated) | 0.3 | -0.012 | 17 | -15 | 0.1 | -24 | 53* | . | .
Cc1ccc(N(C(=O)C2CCCO2)C2C=CS(=O)(=O)C2)cc1Cl (configuration not stated) | -0.6 | 0.91 | -18 | 1 | 1.9 | -4 | 11[fluorescence artefact?] | 0 | -1.0
COc1cc(NC(=O)c2ccc(-c3ccc(Br)cc3)o2)ccc1NC(=O)C(C)C | 1.1 | -0.88 | -15 | -170 | 1.6 | -19 | -7[fluorescence artefact?] | 7 | -1.3
COc1ccc(-c2nnc(SCC(=O)NCc3cccs3)n2C(C)C)cc1 | 0.0 | -1.4 | 3 | -3 | 0.2 | -23 | 10 | -13 | -0.2
CN(Cc1ccccc1)C(=O)COC(=O)c1ccccc1NS(=O)(=O)c1cccc(N)c1 | 0.1 | 1 | -17 | -2 | 1.3 | -10 | 3 | 11 | -0.4
S=C(c1ccccc1)N1CCN(C(=S)c2ccccc2)CC1 | . | 0.18 | 7 | -11 | 3.1 | 10 | -3[fluorescence artefact?] | . | -0.3
Cc1ccnc2nc(C(=O)OCC(=O)Nc3ccccc3C(C)(C)C)nn12 | 2.0 | -0.038 | -14 | -27 | 0.3 | -40 | 4 | 28 | 1.1
Cc1nc2ccccn2c1/C(O)=C1\C(=O)C(=O)N(CCN(C)C)C1c1ccco1 (configuration not stated) | 1.0 | -0.22 | -18 | 19 | -0.5 | 9 | 1 | 6 | 0.8
COc1ccccc1-c1nnc(SCC(=O)Nc2ccc(S(N)(=O)=O)cc2)n1C | -0.2 | 0.76 | -27 | 16 | -0.4 | -4 | 4[fluorescence artefact?] | -3 | 0.7
O=C(CC1=NCCNC(c2ccccc2)C1)c1ccccc1O (configuration not stated) | 0.9 | 0.86 | -11 | -9 | 3.6 | -16 | . | . | -1.9
Cn1cnnc1SCC(=O)Nc1ccccc1C(=O)NC1CC1 | -1.0 | 0.12 | -6 | 8 | 0.0 | -23 | 0[fluorescence artefact?] | 3 | -0.7
CCOc1ccccc1NC(=O)c1c(Br)cnn1C | 0.4 | 0.21 | -8 | 19 | 0.1 | 0 | -24 | 3 | 0.6
O=C(CCSCc1ccc(Cl)cc1)NC1CCCC1 | -0.2 | -0.39 | . | 24 | 2.8 | 3 | 2[fluorescence artefact?] | . | -0.6
CC1CN/C(=C\C(=O)c2ccccc2)C(=O)N1 (configuration not stated) | -0.1 | -0.29 | -7 | 7 | -0.6 | 0 | 1[fluorescence artefact?] | 3 | 0.2
COC(=O)c1ccc(NC(=S)N2CCCC2)cc1 | 1.1 | 1 | -4 | -8 | 1.3 | -5 | -2 | 16 | 1.5
CCCOc1ccccc1C(=O)NC(CO)C(=O)O (configuration not stated) | 0.6 | . | -5 | -14 | -0.2 | -13 | 1[fluorescence artefact?] | 3 | -0.1
CC(=O)C1=C(Nc2ccc(C)cc2)CC(C)(O)C(C(C)=O)C1c1ccco1 (configuration not stated) | -0.4 | -0.00061 | -4 | -6 | -6.9 | -12 | 3 | -8 | 1.5
CC(C)(CN1CCCCC1)NS(=O)(=O)c1ccc(Cl)cc1 | -0.2 | . | -14 | -52 | 0.1 | -10 | -1 | -5 | 0.5
COCCN(C(=O)c1cccc(OC)c1)c1nnc(-c2ccncc2)s1 | -0.2 | -0.93 | -2 | -22 | -1.2 | -1 | 12 | 0 | 0.0
CC(C)NC(=O)CC(=O)NN=C1CCCCC1 | -0.3 | 0.53 | -4 | -12 | -0.2 | 8 | -1 | -59 | 1.8
CC1(C)CC2(CC(c3cccs3)c3cc(Cl)c(O)cc3O2)NC(=S)N1 (configuration not stated) | -0.1 | -2.1 | 2 | 29 | -7.1 | -4 | -4 | . | 0.2
O=C(N1CCOCC1)N(CCN1CCOCC1)Cc1cccc(Cl)c1 | -1.0 | 0.59 | 13 | 14 | 0.6 | -18 | 2 | 10 | 0.3
Cc1cccc(CC2CC(=O)N(CCc3ccc4c(c3)OCO4)C2=O)c1 (configuration not stated) | 1.3 | -0.52 | -15 | 39 | 3.1 | 5 | 1 | -4 | -0.2
COc1ccc(-c2ccnc3nc(-n4cccc4)nn23)cc1 | -0.2 | -0.0086 | -17 | -6 | -5.4 | -26 | -3[fluorescence artefact?] | 6 | 0.3
CC(=O)Nc1ccc(NC(=O)c2ccccc2S(=O)(=O)c2ccc([N+](=O)[O-])cc2)cc1 | 3.3 | 0.088 | -5 | -9 | -1.2 | -4 | -4 | -3 | 0.2
NC(=O)CC(NC(=O)Cc1ccc(Br)cc1)c1ccc(NC2CCCCCC2)c([N+](=O)[O-])c1 (configuration not stated) | 1.4 | 0.19 | 6 | -22 | 0.7 | -43 | 3 | -9 | .
CN(C(=O)c1ccc(=O)[nH]c1)C1(C(=O)NC2CCCCC2)CCCCC1 | 6.5 | . | -12 | 3 | -0.1 | -5 | 1 | 0 | 0.6
CCN(CC)S(=O)(=O)c1ccc(N2CCOCC2)c(NC(=O)c2cc(C)cc(C)c2)c1 | 0.0 | 0.33 | -17 | -9 | -1.3 | -11 | 3 | -14 | 0.8
O=C(CNC(=O)c1ccc(N2C(=O)c3ccccc3C2=O)cc1)OCC(=O)c1cccc2ccccc12 | 0.2 | -0.063 | -6 | -13 | 0.3 | -16 | 2[fluorescence artefact?] | 0 | 1.0
O=C(O)c1ccc(-c2nc3scc(-c4ccccc4)c3c(=O)[nH]2)cc1 | -0.3 | 0.54 | -4 | -51 | 2.1 | -6 | -3 | 3 | 0.6
O=C1C(Cc2ccc(F)cc2)SC(=Nc2ccccc2)N1c1ccccc1 (configuration not stated) | 4.5 | 1.4 | -7 | 10 | -0.6 | -5 | -1 | -2 | 1.2
O=C(c1cc2ccccc2oc1=O)N1CCN(c2ncccn2)CC1 | -0.6 | -0.5 | -11 | -11 | -0.5 | -9 | 1 | 4 | 1.5
COc1ccc(NC(=O)c2ccc(-n3nc(C)cc3C)cc2)cc1OC | -0.1 | 0.26 | -10 | 18 | -0.1 | -55 | 3 | 5 | -0.7
CC(=O)O[C@@H]1[C@H]2[C@@H](C[C@@H](C)[C@@H]3CCC(=O)[C@@]13C)OC(=O)[C@@H]2C | 0.8 | -0.26 | 1 | -13 | 0.8 | -13 | -4 | -13 | .
Fc1ccc(NC(=S)N2CCCCC2)cc1 | 0.1 | 0.012 | -8 | 1 | 1.8 | -24 | 0 | 2 | 1.3
COc1ccc(Br)cc1CN(C)C(C)C(=O)Nc1cc([N+](=O)[O-])ccc1OC (configuration not stated) | 1.2 | -0.084 | -1 | 20 | 2.5 | -21 | 2 | -1 | 0.4
CCN(CC)c1ccc(C=C2C(=O)OC3(CCCCC3)OC2=O)cc1 | 2.2 | 0.36 | -13 | 1 | -1.0 | -89 | -3 | -82 | 0.7
CCc1cc(=O)oc2cc(C)c(CN3CCCCC3)c(O)c12 | -0.2 | -0.63 | -7 | -109 | -0.2 | 7 | -4 | -1 | -0.5
CC(C)N1CCN(Cc2ccc(Sc3nncn3C)o2)CC1CCO (configuration not stated) | 0.2 | -0.01 | -3 | -33 | 0.5 | 0 | 94* | -7 | 0.1
CCCc1sc(N/N=C/c2ccccn2)nc1-c1ccc(F)cc1 | 24 | . | -9 | 0 | -8.5 | -10 | 5 | -7 | -0.5
CCN(CC)C(=O)CSc1nc2sc(C)c(C)c2c(=O)[nH]1 | 0.0 | -1 | -13 | -4 | -0.9 | -5 | -4 | 2 | -0.2
COC1CCN(C(=O)c2ccc(OC3CCN(CCc4ccccc4)CC3)cc2)CC1 | 0.8 | -0.028 | -4 | -17 | 4.7 | -1 | -4 | 6 | -0.1
Cn1c(=O)oc2cc(S(=O)(=O)NCCc3ccccc3)ccc21 | 0.6 | 0.76 | -6 | -15 | 2.0 | -1 | -1 | -3 | 0.4

Profiles, quoted from the list:
COc1ccc(Br)cc1CN(C)C(C)C(=O)Nc1cc([N+](=O)[O-])ccc1OC (configuration not stated) is entered as L929 necroptosis: 1.2; KCC2 mod: -0.084; Mdm2 ligase inh: -1; m-calpain inh: 20; TNF necrop inh: 2.5; EBV gp42 inh: -21; eIF4E-4G inh: 2; Rad51 HR inh: -1; PERK inhibitor: 0.4
CCCc1sc(N/N=C/c2ccccn2)nc1-c1ccc(F)cc1 is entered as L929 necroptosis: 24; KCC2 mod: .; Mdm2 ligase inh: -9; m-calpain inh: 0; TNF necrop inh: -8.5; EBV gp42 inh: -10; eIF4E-4G inh: 5; Rad51 HR inh: -7; PERK inhibitor: -0.5

(continued)
SMILES | L929 necroptosis | KCC2 mod | Mdm2 ligase inh | m-calpain inh | TNF necrop inh | EBV gp42 inh | eIF4E-4G inh | Rad51 HR inh | PERK inhibitor
FC(F)(F)c1ccc(CSc2nccn2-c2ccccc2)cc1 | -0.3 | 0.0017 | -5 | 24 | -1.1 | -2 | 7 | 5 | 0.7
COc1ccc(C(CC(=O)NCCCN2CCOCC2)NS(=O)(=O)c2ccc(C)cc2)cc1 (configuration not stated) | 0.3 | . | 7 | 5 | -0.1 | 2 | 5 | -9 | 1.6
O=C(Oc1ccccc1)c1c(Cl)cccc1P(=O)(O)O | 0.5 | -1.6 | -17 | -15 | 0.9 | -5 | 10[fluorescence artefact?] | -5 | 0.1
Cc1ccc(S(=O)(=O)C(CCC(=O)N2CCOCC2)S(=O)(=O)c2ccc(C)cc2)cc1 | -0.4 | -0.017 | -26 | -18 | -1.6 | -5 | 2 | 5 | -1.0
COc1ccccc1OCc1nnc(SCCN2CCOCC2)o1 | 0.0 | . | -16 | -17 | -5.3 | -10 | 4[fluorescence artefact?] | 1 | 0.3
COc1ccccc1-c1nc(C#N)c(N2CCc3ccccc3C2)o1 | 0.0 | . | -19 | -199 | -0.1 | -10 | 0 | . | -0.7
O=C(COc1ccccc1/C=C\c1[nH]c(=O)[nH]c(=O)c1[N+](=O)[O-])Nc1ccccc1 | 6.8 | 0.17 | -7 | -32 | -0.1 | 4 | 2 | 25 | 0.6
CCNC(=O)COc1cccc(C(=O)NCc2ccccc2)c1 | 0.3 | -0.042 | -3 | -1 | 2.0 | -30 | -2 | 2 | 0.3

Compounds were not picked by outcome; overall some 3.6% were active at least once.
